Cdc25B block: inhibitors of human Cdc25B phosphatase; P30305; recombinant Cdc25B, OMFP fluorescence Ex485/Em525; inhibition, %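 (compounds tested at 10 µM final in the well)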; 65,000 compounds, 0.1% hits; in the data active = inhibition above about 50%
HER2 expr 66K: inhibitors of human Her2 kinase expression; SKBR-3 HER2 protein level, AlphaScreen, 18-24 h; active compounds read low; HER2 level % of control, % at 10 µM; 65,000 compounds, 0.69% hits; AID 645;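 active = HER2 level under 5% of the carrier-only control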;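 also: 100% = DMSO carrier and 0% = 500 nM PU-H71 HSP90 inhibitor; lower value means stronger loss of Her2 protein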
D1 allo mod: allosterically modulates the human D1 dopamine receptor. HEK293 D1, CRE-luciferase, dopamine EC30 potentiation; actives deviate in either direction. P21728. B-score at 10 µM. 58,000 compounds, 5.9% hits;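 active = luminescence count or its row- and column-corrected plate score outside the 99.7% band of the plate's sample wells, on either side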
MKP-1 inh: inhibitors of human MKP-1 phosphatase; P28562; recombinant MKP-1, OMFP hydrolysis fluorescence; inhibition, %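 (compounds tested at a single concentration somewhere between 10 and 100 µM)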; 65,000 compounds, 0.15% hits;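 active = inhibition above about 50%, limit read from the data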;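 also: 0% = DMSO max control wells and 100% = wells with enzyme stopped by NaOH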
Target sequence (P28562 whole entry, looked up): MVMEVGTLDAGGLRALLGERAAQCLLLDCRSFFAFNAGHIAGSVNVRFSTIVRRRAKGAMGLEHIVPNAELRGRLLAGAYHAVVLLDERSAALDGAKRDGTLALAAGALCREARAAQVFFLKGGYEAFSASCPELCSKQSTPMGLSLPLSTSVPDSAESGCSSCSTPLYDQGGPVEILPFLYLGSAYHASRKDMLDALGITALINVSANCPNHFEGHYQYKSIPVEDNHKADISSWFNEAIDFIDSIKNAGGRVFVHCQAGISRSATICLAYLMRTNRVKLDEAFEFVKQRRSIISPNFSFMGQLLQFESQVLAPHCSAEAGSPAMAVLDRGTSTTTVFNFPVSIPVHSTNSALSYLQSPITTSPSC
SF-1 act: SF-1 (human) activation; Q13285; CHO-K1 Gal4-SF-1 LBD luciferase reporter; % increase over DMSO SF-1-specific signal; activation, % at 10 µM; 65,000 compounds, 1.9% hits;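 active = activation above the mean activation of all tested compounds plus 3 SD, cut at about 50% in these data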
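Assay system – CHO-K1 cells with Gal4–hSF-1 LBD chimera plus Gal4-driven luciferase · Quantity – 4,000 cells per well · Times – compound added 1 h post-seeding, 20 h exposure at 37 °C, 5% CO2 · Measured by – luciferase light emission · Benchmarks – DMSO and mock-transfected background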
TNAP act mid DEA: activators of human TNAP at intermediate phosphate acceptor; P05186; purified TNAP, CDP-star luminescence, 100 mM DEA, 30 min; active compounds read high; scale: 0 levamisole-inhibited, 1 vehicle-only enzyme; activation factor at 20 µM; 64,000 tested, under 10 active; AID 813;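 active = activation factor of at least 2 at 20 µM, relative to controls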
Hsp90 inh: displaces geldanamycin probe from tumor Hsp90. P07900. NCI-N417 lysate Hsp90, Cy3B-geldanamycin FP displacement. inhibition, % at 30 µM. 64,000 compounds, 0.35% hits;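 active = inhibition above 50%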;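 also: 0% = tracer plus lysate wells and 100% = tracer alone without lysate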
RORA act: RORA (human) activation; P35398; CHO-K1 Gal4-RORA LBD luciferase reporter, luminescence; percent increase over mock-subtracted basal signal; activation, % at 10 µM; 65,000 compounds, 1.5% hits; AID 560;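 active = activation above the mean of all tested compounds plus 3 SD, cut at about 49% in these data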;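 also: 0% = DMSO-treated RORA cells and 100% = added signal equal to DMSO minus mock-transfected cells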
Target sequence (P35398 whole entry, looked up, the tested form may be a part): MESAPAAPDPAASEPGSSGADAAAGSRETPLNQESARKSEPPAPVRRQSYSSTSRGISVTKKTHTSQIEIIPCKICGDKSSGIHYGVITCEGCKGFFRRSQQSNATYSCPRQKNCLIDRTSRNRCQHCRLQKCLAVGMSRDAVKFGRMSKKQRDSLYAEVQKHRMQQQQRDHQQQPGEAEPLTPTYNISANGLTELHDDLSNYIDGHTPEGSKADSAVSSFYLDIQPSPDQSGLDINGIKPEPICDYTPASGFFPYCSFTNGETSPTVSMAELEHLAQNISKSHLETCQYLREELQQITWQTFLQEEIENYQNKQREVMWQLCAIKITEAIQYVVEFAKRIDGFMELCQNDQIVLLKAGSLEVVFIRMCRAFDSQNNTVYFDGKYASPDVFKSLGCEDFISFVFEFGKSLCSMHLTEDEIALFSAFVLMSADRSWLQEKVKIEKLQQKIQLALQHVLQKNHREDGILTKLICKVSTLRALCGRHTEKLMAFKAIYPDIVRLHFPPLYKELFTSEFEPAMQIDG
FXIIa mix inh: inhibitors of human coagulation factor XIIa, pooled mixtures; inhibition, % at 5 µM; 62,000 compounds, 0.2% hits; purified FXIIa, fluorogenic substrate; P00748; AID 684; in the data active = inhibition above about 20%, passing the limit was not always enough;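 also: 0% = enzyme without compound and 100% = no enzyme blank; some results filed as inactive read as strong as hits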
Starred values were filed as active, the others as inactive; . = not tested or not shown. This is a random part of the collection; about 8.9% have a hit in one of these screens.

SMILES	Cdc25B block	HER2 expr 66K	D1 allo mod	MKP-1 inh	SF-1 act	TNAP act mid DEA	Hsp90 inh	RORA act	FXIIa mix inh
CCOC(=O)CSc1nnc2n(C3CCCCC3)c(=O)c3c4c(sc3n12)CCCC4	2	104	.	-15	-9	0.9	-2	-4	.
CCn1c(=S)sc2c(=O)[nH]c(C)nc21	-4	113	.	-3	6	0.9	-4	21	3
Fc1cccc(Cl)c1CSc1nnnn1-c1ccc2c(c1)OCO2	-17	64	5.8*	7	13	0.9	2	5	10
Cc1cnc(C(=O)OCC(=O)c2csc(N3CCCCC3)n2)cn1	3	101	0.59	24	18	0.9	-7	5	-15
CCn1c(Cc2ccccc2)nnc1SCC(=O)Nc1ccc2c(c1)OCO2	-7	95	0.34	0	12	0.9	-1	10	4
O=C(Nc1ccc(S(=O)(=O)Nc2nccs2)cc1)C1CCCCC1	-15	85	.	6	7	0.9	-2	-4	-20
O=C(NCc1ccccn1)C1CC(=O)N(C2CCCC2)C1 (configuration not stated)	0	116	-0.0023	6	8	1	-3	-1	6
CNc1nc(N2CCc3ccccc32)ncc1F	-2	106	-1.7	2	75*	0.8	0	41	8
Cc1ccc(-c2noc(CCC(=O)Nc3cc(C)ccn3)n2)cc1	-10	91	0.28	8	0	1	0	-1	-6
Cn1c(CN2CCOCC2)nnc1SCC(=O)Nc1nccs1	-3	98	1.3	3	-1	0.9	-3	-4	1
Cn1c(=O)c2c(nc(SCCOc3ccc4ccc(=O)oc4c3)n2C)n(C)c1=O	11	87	-0.21	-17	20	0.9	2	-2	-10
COc1ccc(CNC2CC(=O)N(C)C2=O)cc1 (configuration not stated)	-3	79	-0.7	4	-5	0.9	-3	-10	13
CCOC(=O)C1CCN(C(=O)CN2C(=O)C(CC)Oc3ccccc32)CC1 (configuration not stated)	-9	114	0.7	11	1	1	1	-3	2
CCCCn1c(SCC(=O)NCc2ccco2)nnc1-c1ccco1	-9	105	-0.51	-17	-10	1	-3	-4	3
Cc1ccc(NC(=O)CN(c2ccccc2F)S(C)(=O)=O)cc1	-14	82	-0.32	-2	14	0.9	0	-13	19
CSCCC(NC=C1C(=O)OC(C)(C)OC1=O)C(=O)O (configuration not stated)	-2	110	.	-3	8	1	-2	-9	2
O=C(CCN1C(=O)c2ccccc2C1=O)Nc1ccccn1	-4	133	0.23	7	-11	0.9	-3	24	-7
CCOc1ccccc1N1CCN(C(=O)c2cccc(-c3ccc(O)cc3)c2)CC1	-15	70	.	36	-8	0.9	-1	-21	-12
CC(NC(=O)Nc1ccccc1)C(c1cccs1)N1CCOCC1 (configuration not stated)	0	94	0.58	-9	-10	0.9	-3	-15	5
Cn1c(=O)[nH]c(=O)c2c1nc(CN1CCOCC1)n2Cc1ccccc1	7	136	.	9	-2	0.8	1	-19	0
CCCn1nnnc1NCc1ccccc1OCc1cccs1	-12	89	0.24	1	13	0.9	1	-38	5
O=C(NCc1ccco1)c1ccc2c(=O)n(Cc3ccco3)c(SCC(=O)N3CCCC3)nc2c1	6	103	0.23	27	30	0.8	-4	11	1
Cc1ccc(S(=O)(=O)NCC(=O)N2CCOCC2)cc1	-3	112	-0.13	6	-7	1	-2	-4	4
COc1ccc(OC)c(C2=NOC(C(=O)NCC3CCCO3)C2)c1 (configuration not stated)	5	150	.	-4	12	1	1	-7	2

Shown as a hit in D1 allo mod, among the entries above:
SMILES	Cdc25B block	HER2 expr 66K	D1 allo mod	MKP-1 inh	TNAP act mid DEA	FXIIa mix inh
Fc1cccc(Cl)c1CSc1nnnn1-c1ccc2c(c1)OCO2	-17	64	5.8*	7	0.9	10

The listing continues:
SMILES	Cdc25B block	HER2 expr 66K	D1 allo mod	MKP-1 inh	SF-1 act	TNAP act mid DEA	Hsp90 inh	RORA act	FXIIa mix inh
COCCCNC(=O)Nc1ccc(F)cc1F	-6	85	-0.093	7	4	1	-2	14	0
CCn1cc(C(=O)NCCC2=CCCCC2)c(=O)c2cc(S(=O)(=O)N(C)C)ccc21	-4	60	2.2	15	-11	0.8	-1	-9	5
CCCCOC(=O)C1[C@H]2C(=O)N(c3ccccc3CC)C[C@]23C=C[C@H]1O3 (some centres not stated)	4	116	0.7	-10	-1	1	-7	-21	5
O=C(NC(NCCCN1CCOCC1)(C(F)(F)F)C(F)(F)F)C1CCCCC1	5	68	0.54	-15	-1	0.9	-4	10	-18
Nc1ccc(-c2nc3ccc(N)cc3o2)cc1	5	80	-3.1*	0	5	0.9	5	-2	-3
COC(=O)c1ccc(N2C(=O)CC(N3CCOCC3)C2=O)cc1 (configuration not stated)	-16	116	1.4	2	-5	1	1	-18	3
Cc1ccccc1NC(=O)Cn1cccc1	-10	98	-0.11	9	-3	1	0	-5	-2
Cc1cc(C)n2ncc(C(=O)NCc3cccnc3)c2n1	-2	118	-1.4	9	-6	1	-2	-12	10
COc1cc(C(=O)Nc2ccc3c(c2)C(=O)N(CCC(=O)O)C3=O)cc(OC)c1OC	-4	80	0.053	3	-15	0.9	-3	-16	22
COc1cccc2[nH]c3c(N4CCC(C)CC4)ncnc3c12	9	200	0.51	-13	1	0.9	-7	2	9
COc1cccc(C2=NOC(C(=O)Nc3cc(OC)c(OC)c(OC)c3)C2)c1 (configuration not stated)	-5	114	0.7	27	16	0.9	1	-6	-2
CCN(C(=O)COc1cc(=O)n(C)c2ccccc12)c1cccc(Cl)c1	-8	120	0.35	30	-12	0.9	-1	-26	6
Cc1cc(NC(=O)CSc2nc3ccsc3c(=O)n2CCCCC(=O)O)no1	-2	137	-0.072	-1	2	0.9	2	-1	11
COc1ccccc1-c1noc(CCC(=O)Nc2cc(C(F)(F)F)ccc2Cl)n1	-6	55	2.5	18	-8	0.9	-4	9	1
O=C(NC1CCCCC1)C1CCN(S(=O)(=O)c2cccs2)CC1	-8	66	.	2	-2	1	.	18	-21
Cn1c(C(=O)NCCN2CCOCC2)cc2c(=O)n(C)c3ccccc3c21	3	100	-0.27	1	-8	1	-2	-15	4
Cc1cccc(N2CCN(S(=O)(=O)c3ccc4c(c3)CCC(=O)N4)CC2C)c1 (configuration not stated)	-5	81	0.071	15	-8	0.9	-2	5	6
CCn1c(=O)cc(C(=O)OC)sc1=Nc1ccc(F)c(F)c1	-10	46	11*	1	-26	0.9	0	24	5
Cn1c(C(=O)NCCN2CCc3ccccc3C2)cc2c(=O)[nH]c3ccccc3c21	22	96	-0.26	31	6	0.9	-5	24	2
CN(Cc1c(F)cccc1Cl)c1nnnn1-c1ccccc1	4	115	.	-3	3	0.9	1	-13	14
O=C(CCC(=O)N1CCN(c2ccccn2)CC1)Nc1nnc(C2CCCCC2)s1	-1	108	0.25	-5	-2	0.8	-1	-8	2
N#Cc1c(N)oc(-c2ccco2)c1-c1ccco1	8	77	19*	35	10	0.9	-4	3	1
COc1ccc(Nc2nnc(C)c3ccccc23)cc1C(N)=O	11	78	.	-40	11	0.8	0	3	.
NC(=O)C1(S(=O)(=O)c2ccccc2)CCCCC1	8	108	-0.11	6	4	1	-2	-5	10
CC(C)CSc1nc(N2CCOCC2)c2c(c1C#N)CC(C)(C)SC2	2	151	.	-33	-2	0.9	-5	-6	.
COCCCNC(=O)CC(NS(=O)(=O)c1ccc(C)cc1)c1ccco1 (configuration not stated)	-14	94	-0.012	8	20	1	2	-8	2
CC1CCC(NC(=O)c2cc3c(=O)n(C)c4ccccc4c3n2C)CC1 (configuration not stated)	3	99	0.025	36	32	1	-2	41	0
COc1ccccc1NC(=O)NCc1ccc2c(c1)OCO2	-2	119	0.11	-10	-5	0.9	-6	-1	21
Cc1nc2ncnn2c(C)c1CCC(=O)NCc1ccc2c(c1)OCO2	-5	90	-0.29	4	-9	1	-4	-4	16
N#Cc1c(C#N)c(-c2ccccc2)n(-c2ccc(C(=O)O)cc2)c1N	-7	119	-1	-7	-18	0.9	-3	11	3
COC(=O)c1c(NC(=O)c2ccc(C)o2)sc2c1CCCCC2	-7	51	0.32	1	52*	0.9	-6	34	6
O=C(c1ccccc1)c1ccc(N2CCOCC2)c(NC(=O)c2ccco2)c1	-13	249	4	-3	18	0.9	-5	-23	7
COc1cccc(CNc2ccc(S(N)(=O)=O)cc2)c1OC	2	98	-0.74	11	-19	0.9	0	-8	4
CCNc1nc(SC(C)C(=O)Nc2ccccc2)nc(N2CCOCC2)n1 (configuration not stated)	-5	88	.	3	3	0.9	3	-15	1
COc1ccc(Nc2ncnc3nc[nH]c23)cc1OC	1	108	.	13	2	1.1	-2	-17	-23
COc1ccc(NC(=O)c2cc(-c3ccc(C)o3)nc3ccccc23)cc1OC	-4	84	-4.7*	19	24	1	-4	53*	5
CCCNC(=O)NC(=O)CSc1nnc(-c2ccncc2)n1CC	6	116	-0.18	-15	2	0.9	-1	-25	4
O=C(Nc1ccc(S(=O)(=O)N2CCOCC2)cc1)C1COc2ccccc2O1 (configuration not stated)	-12	86	0.19	12	5	1	.	16	5
Cc1cc(NC(=O)CCC(=O)N(CC(=O)NC2CCCC2)Cc2ccc(F)cc2)no1	-5	81	-0.15	-5	7	1	1	3	8
C=CCn1c(-c2ccccc2)nc2nc3ccccc3nc21	-8	72	0.54	3	-4	0.9	-1	-5	-12
Cc1ccccc1S(=O)(=O)NC1OC(=O)C(Cl)=C1Cl (configuration not stated)	-6	67	.	6	5	0.9	-3	-5	-2
O=C(CSc1nc(-c2ccc(F)cc2)cs1)NC(=O)NCc1ccco1	3	135	0.19	-2	-17	0.9	-4	-14	0
COc1ccccc1NC(=O)C1=C(C)Nc2nnnn2C1c1cc(Br)ccc1OC (configuration not stated)	-3	55	1.3	40	-27	1	0	-10	6
Cc1csc(NC(=O)CCn2c(=O)oc3ccccc32)n1	-15	93	-0.49	12	14	0.9	-1	-4	2
CCC(NC(=O)Nn1cnnc1)(C(F)(F)F)C(F)(F)F	-27	89	.	-9	-8	0.9	2	-10	.
COC(=O)c1cc(COC(=O)c2cccnc2SC)oc1C	0	111	0.071	-20	6	0.9	-3	-10	1
COc1ccc(CCNC(=O)C2CCN(S(=O)(=O)c3c(C)noc3C)CC2)cc1OC	-5	91	-0.79	26	2	1	1	-1	-1
Nc1ncnc2nc(SCCc3ccccc3)[nH]c12	-4	91	1.8	0	4	0.8	0	-6	32

Arranged by length of the SMILES (smallest number first): part of the list above.
SMILES	Cdc25B block	HER2 expr 66K	D1 allo mod	MKP-1 inh	SF-1 act	TNAP act mid DEA	Hsp90 inh	RORA act	FXIIa mix inh
Nc1ncnc2nc(SCCc3ccccc3)[nH]c12	-4	91	1.8	0	4	0.8	0	-6	32
Cc1csc(NC(=O)CCn2c(=O)oc3ccccc32)n1	-15	93	-0.49	12	14	0.9	-1	-4	2
Cc1ccccc1S(=O)(=O)NC1OC(=O)C(Cl)=C1Cl (configuration not stated)	-6	67	.	6	5	0.9	-3	-5	-2
O=C(Nc1ccc(S(=O)(=O)N2CCOCC2)cc1)C1COc2ccccc2O1 (configuration not stated)	-12	86	0.19	12	5	1	.	16	5

(cont.)
SMILES	Cdc25B block	HER2 expr 66K	D1 allo mod	MKP-1 inh	SF-1 act	TNAP act mid DEA	Hsp90 inh	RORA act	FXIIa mix inh
COc1cccc(NC(=O)c2oc3ccccc3c2NC(C)=O)c1	-4	119	-0.038	-12	24	0.9	-1	43	-10
Cc1cccc(N2CCN(C(=O)C3CCCCC3)CC2)c1C	-20	83	-0.059	5	-25	0.9	-3	-8	0
COC(=O)CSc1ccc2nnc(-c3ccc(OC)c(OC)c3)n2n1	-7	106	-0.14	-5	8	0.9	-3	27	2
O=C1C(=O)N(CCCN2CCOCC2)C(c2ccccn2)/C1=C(\O)c1ccc2c(c1)OCCO2 (configuration not stated)	-1	87	-0.36	-11	-3	0.9	-2	9	-21
Cc1occc1C(=O)N1CCN(Cc2ccccc2)CC1	-4	.	-0.34	5	.	0.9	-6	.	2
CCOC(=O)N1CCC(N2C(=O)c3ccccc3C2Nc2cc(C(=O)OC)cc(C(=O)OC)c2)CC1 (configuration not stated)	2	105	2.3	34	-10	0.9	-1	21	7
